Screens as filed in PubChem.
CHOP inh = blocks CHOP induction under ER stress | CHO-K1 CHOP-promoter luciferase, tunicamycin-induced, 15-18 h | inhibition, % at 10 µM | 220,000 tested, 3.8% active | AID 2732;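 active = compounds that reduced the stress-induced luciferase reporter signal by more than about 70% of percent inhibition, limit read from the data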;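 also: 0% = tunicamycin plus vehicle and 100% = wells without tunicamycin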
14-3-3 Bad inh = disrupts binding of bovine 14-3-3 zeta to phospho-Bad peptide | P63103 | TR-FRET 14-3-3zeta/Dy647-pBad peptide displacement, 1 h | inhibition, % at 21.7 µM | 220,000 tested, 0.71% active | AID 781;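 active = inhibition above about 70%, limit read from the data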;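 also: 0% = full 14-3-3 plus peptide FRET controls and 100% = background without 14-3-3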
Target sequence (P63103 whole entry, looked up): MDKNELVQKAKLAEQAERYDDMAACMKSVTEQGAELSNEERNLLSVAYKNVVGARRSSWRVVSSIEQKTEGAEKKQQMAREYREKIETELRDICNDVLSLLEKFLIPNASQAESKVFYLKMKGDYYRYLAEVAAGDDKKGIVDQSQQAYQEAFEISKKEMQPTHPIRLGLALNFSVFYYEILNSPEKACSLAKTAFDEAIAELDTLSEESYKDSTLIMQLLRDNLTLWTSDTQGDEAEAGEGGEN
EP2 mod = EP2 receptor (human) modulation. P43116. 260,000 tested, 0.83% active. EP2-expressing cells, cAMP HTRF FRET, PGE2 co-stimulation. AID 940. induction, % at 25 µM;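 active = compounds whose cAMP rise, as percent of the full-agonist control response, exceeds 60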;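 also: rat C6 glioma line stably carrying human EP2 under a CMV promoter; the protocol text gives 20 µM as final concentration; 100% = response of wells given 1 µM PGE2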
Target sequence (P43116 whole entry, looked up): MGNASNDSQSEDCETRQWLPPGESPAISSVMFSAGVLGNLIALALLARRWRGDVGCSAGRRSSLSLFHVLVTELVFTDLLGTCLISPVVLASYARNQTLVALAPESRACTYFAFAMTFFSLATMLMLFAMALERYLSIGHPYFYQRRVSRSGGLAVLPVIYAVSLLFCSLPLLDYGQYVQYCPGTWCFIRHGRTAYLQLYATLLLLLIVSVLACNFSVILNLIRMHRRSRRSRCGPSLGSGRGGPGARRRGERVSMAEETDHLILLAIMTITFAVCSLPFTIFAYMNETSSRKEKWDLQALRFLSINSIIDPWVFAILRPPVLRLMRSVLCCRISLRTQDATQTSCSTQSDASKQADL
EP2 antag = inhibitors of human EP2 prostaglandin E2 receptor; C6 glioma cells expressing human EP2, cAMP TR-FRET; cells stimulated with saturating PGE2; P43116; inhibition, % at 25 µM; 260,000 tested, 0.52% active;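 active = percent inhibition above 40 after rounding to a whole number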;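 also: rat C6 glioma host cells with rolipram phosphodiesterase inhibitor present; the protocol text gives 20 µM as final concentration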
NPY Y1 blocker = blocks the human neuropeptide Y Y1 receptor. P25929. HEK293-CNG Y1 cells, membrane potential fluorescence; NPY at EC95, then isoproterenol. inhibition, % at 3.6 µM. 200,000 tested, 1% active. AID 1040;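 active = inhibition above the campaign mean inhibition of all tested compounds plus 3 SD, cut at about 20% in these data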;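 also: 0% = DMSO wells given NPY plus isoproterenol and 100% = isoproterenol alone without NPY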
Target sequence (P25929 whole entry, looked up): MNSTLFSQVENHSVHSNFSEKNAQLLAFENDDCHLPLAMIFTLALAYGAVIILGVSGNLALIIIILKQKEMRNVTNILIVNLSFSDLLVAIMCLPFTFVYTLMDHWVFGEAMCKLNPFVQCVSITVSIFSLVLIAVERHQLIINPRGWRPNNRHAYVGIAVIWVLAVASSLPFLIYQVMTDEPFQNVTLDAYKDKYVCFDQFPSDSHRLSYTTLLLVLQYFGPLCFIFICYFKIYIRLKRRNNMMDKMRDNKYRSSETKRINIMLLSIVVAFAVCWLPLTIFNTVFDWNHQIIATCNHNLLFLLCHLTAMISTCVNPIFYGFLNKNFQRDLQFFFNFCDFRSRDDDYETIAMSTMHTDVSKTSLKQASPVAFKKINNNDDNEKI
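Material: HEK293 Y1/CNG channel cell line; also added: NPY (25 nM), isoproterenol (1 µM), Ro 20-1724 (25 µM); doses: one concentration, 3.6 µM, in 0.4% DMSO; schedule: compound incubation 1 h at room temperature, readout 45 min post-stimulation; technique: membrane potential fluorescence; measure: fluorescence ratio normalized to % inhibition between controls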
zfTRPN1 agonist = agonists of zebrafish TRPN1 channel. HEK293 zebrafish TRPN1-YFP, Fluo-8 calcium fluorescence; 100% = response to 87 µM carbachol. 220,000 tested, 0.18% active. activation, % at 3 µM;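 active = activation above its plate's cutoff, the mean activation of test wells on that plate plus 3 SD, cut at about 19% in these data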;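 also: 0% = DMSO alone and 100% = 87 µM carbachol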
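Material: zebrafish TRPN1-YFP in HEK293 cells. Doses: one dose of 3 µM, 0.3% DMSO. Incubation: dye 1 h 37 °C plus 30 min RT. Measured by: intracellular calcium fluorescence with Fluo-8.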
NPY-Y1 PAM-ag = human NPY-Y1 potentiation or agonism, primary screen | P25929 | NPY-Y1 expressing cells, potentiator/agonist activation | activation, % at 3.6 µM | 220,000 tested, 0.37% active; in the data active = activation above about 33%, passing the limit was not always enough;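 also: cells stimulated with NPY at EC10 then isoproterenol at EC100; 0% = low agonist plus stimulus and 100% = saturating agonist plus stimulus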
PPC-1+TRAIL kill = kills PPC-1 cancer cells in the presence of TRAIL. cell killing (% activity), % at 4 µM. PPC-1 cells + TRAIL, ATPLite viability luminescence. 220,000 tested, 0.41% active;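 active = cell killing above 50% in the first pass at 4 µM, then a duplicate retest at 5 µM averaging 50% or more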;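 also: plate controls were cells with TRAIL plus DMSO for no effect and medium-only wells lacking cells for full effect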
TRPML3 ag = agonists of human TRPML3 channel | Q8TDD5 | HEK293 TRPML3-YFP, Fluo-8 calcium fluorescence; 100% = the carbachol control signal | activation, % at 3 µM | 220,000 tested, 0.29% active | AID 1448;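 active = activation above its plate's cutoff, the mean activation of the plate's test wells plus 3 SD, cut at about 12% in these data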;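 also: 0% = DMSO only wells and 100% = carbachol wells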
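Test system: TRPML3-YFP stable HEK293 cells. Doses: single point at 3 µM. Incubation: dye loading 1 h 37 °C then 30 min ambient, 125 s read. Signal: Fluo-8 calcium dye fluorescence, ex 470-495, em 515-575 nm. Measure: percent activation from peak-to-basal fluorescence ratio, scaled between DMSO and carbachol.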
* = called active by the depositor; nt = not tested or not shown; & = joins results of further samples; [ ] = another dose, or the depositor's remark.

SMILES,CHOP inh,14-3-3 Bad inh,EP2 mod,EP2 antag,NPY Y1 blocker,zfTRPN1 agonist,NPY-Y1 PAM-ag,PPC-1+TRAIL kill,TRPML3 ag
CS(=O)(=O)N(CC(=O)Nc1ccc(S(=O)(=O)N2CCOCC2)cc1)c1cccc(F)c1,11,-14,-10,7,-3,2.2,2,9,1.0
O=C(CCn1cnc2ccccc21)N=Nc1c(O)[nH]c2ccccc12,5,0,-17,7,nt,0.9,-9,1,0.4
COC(=O)Cc1cc(=O)[nH]c(Nc2nc3ccccc3o2)n1,26,4,11,4,11,-0.5,17,10,-0.3
COc1ccccc1NC(=O)c1c(C)oc2c1CCCC2,48,-2[fluorescence artefact?],79*,20,12,-1.4,-51,16,1.7
Cc1ccc(NS(=O)(=O)c2cc(NC(=O)c3ccc4c(c3)NC(=O)CS4)ccc2C)c(C)c1,24,3,-37,23,-2,-1.2,-6,19,0.6
CC(C)C(C(=O)O)N1C(=O)/C(=C/c2cccn2C)SC1=S (configuration not stated),2,2,4,9,10,0.4,-18,4,0.9
COCCNC(=O)CN1CCN(Cc2cccc(Cl)c2)C1=O,18,2,-2,8,4,1.4,-4,6,1.2
CCOC(=O)C(=O)c1cn(C2OCC(OC(C)=O)C(OC(C)=O)C2OC(C)=O)c2ccccc12 (configuration not stated),1,-4,16,9,-4,-0.1,0,3,0.5
CCCCNC(=O)c1onc(CSc2ccccc2C)c1C(=O)O,38,13,0,9,10,0.3,-27,20,0.3
CCc1ccc(OCC(=O)NCc2ccco2)c(Br)c1,-7,0,2,18,-2,0.0,-9,14,-1.0
COc1cccc(NC(=O)NCCC2=CCCCC2)c1,-11,-20,-36,9,2,1.9,16,16,0.5
CCCN(Cc1ccccc1)C(=S)Nc1ccc(OC(F)F)cc1,-1,4,-9,7,-4,-0.7,1,-1,0.1
O=C(Nc1nc(=S)ss1)c1c(F)cccc1F,6,41,22,9,-3,0.5,-9,-3,1.0
O=C(O)c1cccc(S(=O)(=O)Nc2ccc3oc(=O)sc3c2)c1,-11,13[fluorescence artefact?],37,9,7,1.7,6,2,0.0
COc1ccc2c(=O)c3c(=O)n(Cc4ccco4)c(-c4cc(OC)c(OC)c(OC)c4)nc3oc2c1,3,-9,22,8,-1,-0.3,-1,3,-0.3
CC(C)CNC(=O)COC(=O)c1ccc(F)cc1Cl,1,-10,10,5,-4,-0.1,17,-5,0.4
COc1ccc(CCn2c(-c3ccc(Cl)cc3)n[nH]c2=S)cc1OC,11,-25,-2,3,1,1.4,-10,23,1.4
O=C(CCNc1ccc(F)cc1)c1cc2ccccc2o1,23,-5,-31,2,-2,0.1,-2,16,-0.3
CCCCn1c(=O)[nH]c(=O)c2c1ncn2Cc1ccco1,-13,-12[fluorescence artefact?],18,10,-2,-0.5,22,-4,-0.1
O=C(NNC(=S)Nc1ccc(Br)cc1)c1ccc(N2CCOCC2)c([N+](=O)[O-])c1,-4,-19[fluorescence artefact?],-47,-1,3,2.0,-39,2,0.3
COC(=O)c1ccc(Oc2cc(C)nc(Cl)n2)cc1,-19,-12,-10,3,2,0.4,-7,13,0.5
COCc1[nH]c(=S)c(C#N)cc1C(=O)OC,-12,1,42,12,nt,0.2,7,4,0.8
CCc1sc(/C=C(/C#N)C(N)=S)cc1[N+](=O)[O-],-11,-12,-46,32,-2,-1.4,1,-3,-0.1
Oc1ccc(Cl)cc1CNc1ccc(Br)cn1,nt,-1,3,11,-1,1.2,16,21,0.5
COc1cc(OC)cc(-c2cc(N)n(S(=O)(=O)c3cccc4nsnc34)n2)c1,10,-2,-66,6,nt,-3.7,24,5,-1.4
CC1=C(C(=O)OCC2CCCO2)C(c2cccc(C(F)(F)F)c2)C2=C(CC(c3ccco3)CC2=O)N1 (configuration not stated),50,-3,-7,8,5,1.1,2,10,0.5
COc1ccccc1NS(=O)(=O)c1cccc(C(=O)NN=C2CCCCCC2)c1,19,-21,0,12,3,0.5,3,6,0.6
Cc1ccc(-c2csc3ncnc(N4CCc5ccccc5C4)c23)cc1,46,-1,70*,4,9,-0.1,6,5,0.2
COC(=O)CCC(=O)NNC(=O)CCCOc1ccc(Cl)cc1Cl,-4,-5[fluorescence artefact?],11,8,0,1.1,-19,17,-0.3
O=C(CSc1nnc(NC(=O)c2ccco2)s1)NCc1ccc2c(c1)OCO2,-10,-10,14,10,2,1.1,1,-4,1.2

11 structures out of the list, ordered by heavy-atom count, descending.
SMILES,CHOP inh,14-3-3 Bad inh,EP2 mod,EP2 antag,NPY Y1 blocker,zfTRPN1 agonist,NPY-Y1 PAM-ag,PPC-1+TRAIL kill,TRPML3 ag
CCOC(=O)C(=O)c1cn(C2OCC(OC(C)=O)C(OC(C)=O)C2OC(C)=O)c2ccccc12 (configuration not stated),1,-4,16,9,-4,-0.1,0,3,0.5
Cc1ccc(NS(=O)(=O)c2cc(NC(=O)c3ccc4c(c3)NC(=O)CS4)ccc2C)c(C)c1,24,3,-37,23,-2,-1.2,-6,19,0.6
O=C(CSc1nnc(NC(=O)c2ccco2)s1)NCc1ccc2c(c1)OCO2,-10,-10,14,10,2,1.1,1,-4,1.2
Cc1ccc(-c2csc3ncnc(N4CCc5ccccc5C4)c23)cc1,46,-1,70*,4,9,-0.1,6,5,0.2
O=C(CCn1cnc2ccccc21)N=Nc1c(O)[nH]c2ccccc12,5,0,-17,7,nt,0.9,-9,1,0.4
COC(=O)CCC(=O)NNC(=O)CCCOc1ccc(Cl)cc1Cl,-4,-5[fluorescence artefact?],11,8,0,1.1,-19,17,-0.3
O=C(O)c1cccc(S(=O)(=O)Nc2ccc3oc(=O)sc3c2)c1,-11,13[fluorescence artefact?],37,9,7,1.7,6,2,0.0
CC(C)C(C(=O)O)N1C(=O)/C(=C/c2cccn2C)SC1=S (configuration not stated),2,2,4,9,10,0.4,-18,4,0.9
COC(=O)c1ccc(Oc2cc(C)nc(Cl)n2)cc1,-19,-12,-10,3,2,0.4,-7,13,0.5
Oc1ccc(Cl)cc1CNc1ccc(Br)cn1,nt,-1,3,11,-1,1.2,16,21,0.5
COCc1[nH]c(=S)c(C#N)cc1C(=O)OC,-12,1,42,12,nt,0.2,7,4,0.8

Continued:
SMILES,CHOP inh,14-3-3 Bad inh,EP2 mod,EP2 antag,NPY Y1 blocker,zfTRPN1 agonist,NPY-Y1 PAM-ag,PPC-1+TRAIL kill,TRPML3 ag
O=C(Cn1nnc2ccccc2c1=O)NCC1CCC(C(=O)O)CC1 (configuration not stated),32,0,-31,6,nt,0.9,11,3,0.4
CCc1nc(N)c(C#N)c(-c2ccc(O)c(OC)c2)c1C,50,8,12,11,5,0.0,-5,11,-0.8
C=CCn1c(SC(C)C(=O)NC2(C#N)CCCCC2)nnc1-c1ccc(OC)cc1 (configuration not stated),17,-15[fluorescence artefact?],4,8,2,0.2,29,1,-0.1
Cc1nc2c(c(=O)n1CCC1=CCCCC1)c1nc3ccccc3nc1n2/N=C/c1ccco1,30,nt,-9,nt,-1,1.4,-16,2,-0.3
Cc1ccc(C(=O)/C=C/c2ccc(-c3ccccc3[N+](=O)[O-])o2)cc1,30,10,1,20,20,-0.2,4,13,1.5
COCCNC(=O)c1ccc2c(=O)n(Cc3ccco3)c(SCC(=O)NC3CCCCC3)nc2c1,-12,0,29,3,3,0.5,30,-4,-0.4
NS(=O)(=O)c1ccc(NC(=O)CN2CCN(S(=O)(=O)/C=C/c3ccccc3)CC2)cc1,2,4,-15,1,nt,4.5,2,13,1.4
COc1ccc(CCNC2CC(C)N(C)CC2C)cc1OC (configuration not stated),47,7[fluorescence artefact?],10,2,7,-0.6,-20,33,0.6
Cc1ccc(S(=O)(=O)N(C)Cc2ccc(C(=O)N/N=C3\CC(=O)CC(C)(C)C3)cc2)cc1,-7,-2,-19,9,-1,-0.8,7,38,0.6
CCOc1ccc(NCc2nnc(SCc3ccccc3Cl)n2-c2ccccc2)cc1,18,-10,22,7,-1,-0.5,-12,12,-0.6
CCOC(=O)Cn1ncn(-c2ccc(OC(F)(F)F)cc2)c1=O,-14,-5,5,4,2,0.7,-5,16,0.8
O=c1nc2cccc3c2=c(/c1=C(\O)c1ccccc1)c1ccccc1c3=O,24,4,-29,11,-3,2.0,19,22,0.4
Cc1cccc(NC(=O)c2sc3nc4c(c(-c5cccs5)c3c2N)CN(C)CC4)c1,-1,-23,-29,21,-1,1.6,14,22,0.1
Cn1c(CN2CCCCC2)nc2cc(NS(=O)(=O)c3ccc(F)cc3)ccc21,11,5,-31,0,3,1.4,8,-16,0.1
Nn1c(SCc2cccc(Oc3ccccc3)c2)nnc1C(F)(F)F,7,4,42,9,7,1.1,-17,9,-1.3
CCOC(=O)C1CCN(S(=O)(=O)c2ccc(-c3cc(C(F)(F)F)n(C)n3)s2)CC1,14,-12,-58,21,nt,-0.7,-27,-1,1.0
Cc1ccc(CNc2cnccn2)cc1,27,-7,36,8,4,0.8,11,27,-0.1
COc1ccc(C)cc1NC(=O)CN1C(=O)c2cccc3cccc1c23,51,-6,49,3,0,-0.5,4,25,-0.2
O=S1(=O)CCN(Cc2ccccn2)CC1,-1,3,19&7,4&18,nt,1.0,5,2,0.4
COc1ccc(SCC(=O)Nc2ccc(N3CCN(C)CC3)c(F)c2)cc1,2,-1,-18,4,-1,0.3,-2,13,-0.3
CC(C)Nc1ccc(C(CC(N)=O)NC(=O)c2ccc(Br)cc2)cc1[N+](=O)[O-] (configuration not stated),-3,6,-17,9,nt,nt,nt,4,nt
COc1ccc(C(=O)NC(=O)COC(=O)C2COc3ccccc3O2)cc1 (configuration not stated),15,0,34,6,-3,1.2,-14,40,0.9
COCCCNC(=S)NNC(=O)c1cc(Cl)c(O)c(Cl)c1,-18,25,-24,6,nt,2.4,17,3,0.4
CC1(C)CC(=O)N(CC(=O)NCc2ccc(F)cc2)c2ccccc2S1(=O)=O,-6,6[fluorescence artefact?],-15,5,-1,1.0,3,16,0.1
O=C(CN1CCN(Cc2ccccc2)CC1)Nc1ccc([N+](=O)[O-])cc1C(=O)Nc1ccccc1F,23,-10,24,12,5,-1.9,20,17,0.0

Some of the compounds tested; rates above refer to the full screens.
